Source: PubChem
APOBEC3A inh: inhibitors of human APOBEC3A DNA deaminase; hit rate 0.41% among 330,000; AID 493011; inhibition, % at 20 µM; P31941; recombinant A3A, FAM/TAMRA ssDNA deamination fluorescence;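 active means at least 40% inhibition at 20 µM here, with at most 30% in a related deaminase screen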;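 further: plate controls were A3A with DMSO for no effect and wells lacking A3A enzyme for full effect; some results filed as inactive read as strong as hits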
Target sequence (P31941 whole entry, looked up): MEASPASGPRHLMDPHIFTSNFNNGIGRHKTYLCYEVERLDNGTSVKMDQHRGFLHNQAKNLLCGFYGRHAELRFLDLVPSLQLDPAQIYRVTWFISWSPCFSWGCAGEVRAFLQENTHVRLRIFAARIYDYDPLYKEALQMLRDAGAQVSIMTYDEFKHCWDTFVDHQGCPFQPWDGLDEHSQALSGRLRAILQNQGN
MPTP inh: permeability transition pore inhibition; isolated mouse mitochondria, Ca2+ swelling absorbance, 30 min; AID 602449; inhibition, % at 10 µM; hit rate 1.4% among 360,000;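 active means inhibition of 50% or more, scaled per plate between neutral and stimulator controls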;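 further: 0% = DMSO wells given calcium and 100% = 1 mM EGTA wells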
CCR6 antag: blocks CCL20-driven beta-arrestin recruitment at human CCR6; P51684; inhibition, % at 20 µM; hit rate 0.49% among 340,000; CHO-K1 CCR6 PathHunter beta-arrestin, luminescence, CCL20-stimulated; AID 493098;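 active means compounds whose inhibition of the agonist-driven luminescence signal at 20 µM reaches about 50%, limit read from the data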;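 further: cells stimulated with CCL20 at 14 nM final; plate controls were DMSO with CCL20 for no effect and DMSO without agonist for full effect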
Gli-Sufu block: blocks Gli-Sufu signaling in a luciferase reporter; Sufu-KO-LIGHT fibroblasts, Gli luciferase reporter luminescence; inhibition, % at 5 µM; hit rate 0.74% among 340,000;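 active means inhibition above about 55%, limit read from the data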;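 further: 0% = DMSO-treated cells and 100% = wells with medium but no cells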
CXCR6 block: blocks human CXCR6 beta-arrestin recruitment; O00574; CHO-K1 PathHunter CXCR6 beta-arrestin, luminescence; inhibition, % at 20 µM; hit rate 0.36% among 360,000; AID 602244; in the data active means inhibition above about 34%, passing the limit was not always enough;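 further: antagonist mode with CXCL16 agonist at 10 nM final; 0% = 10 nM CXCL16 with DMSO and 100% = unstimulated wells without agonist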
Target sequence (O00574 whole entry, looked up): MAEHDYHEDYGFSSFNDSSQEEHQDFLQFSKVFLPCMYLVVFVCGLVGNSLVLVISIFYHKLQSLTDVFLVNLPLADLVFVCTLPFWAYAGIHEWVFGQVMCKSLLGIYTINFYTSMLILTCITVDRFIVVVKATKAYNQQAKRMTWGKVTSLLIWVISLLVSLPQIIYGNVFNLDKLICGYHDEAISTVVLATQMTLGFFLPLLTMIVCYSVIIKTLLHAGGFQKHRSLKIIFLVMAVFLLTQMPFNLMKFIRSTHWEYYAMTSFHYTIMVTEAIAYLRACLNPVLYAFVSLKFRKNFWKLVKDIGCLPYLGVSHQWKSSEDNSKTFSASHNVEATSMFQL
GRIN3A LBD mod: NR3A (human) ligand-binding domain modulation. NR3A LBD differential scanning fluorimetry, Tm shift; 0% = protein alone, 100% = glycine-bound protein. Tm shift relative to glycine control, % at 25 µM. hit rate 2.5% among 340,000;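 active means melting temperature shift of at least 10% of the positive control shift, at one fixed dose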
EBI2 antag: EBI2 (human) antagonism; inhibition, % at 5 µM; hit rate 0.81% among 360,000; P32249; AID 651636; EBI2 beta-arrestin recruitment, luminescence, 7a,25-OHC stimulated; in the data active means inhibition above about 38%;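 further: enzyme fragment complementation signal reports receptor beta-arrestin coupling in cells; 0% = agonist plus DMSO wells and 100% = wells without agonist; some results beyond the cut were filed as inactive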
APOBEC3G inh: APOBEC3G (human) deaminase inhibition. recombinant A3G, ssDNA deamination FAM/TAMRA fluorescence. hit rate 0.28% among 330,000. AID 493012. inhibition, % at 20 µM. Q9HC16;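 active means inhibition of at least 40% at 20 µM, with no more than 30% in the related APOBEC3A deaminase screen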;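 further: plate controls were DMSO wells with A3G for no effect and wells lacking A3G enzyme for full effect; some compounds called inactive have numbers as strong as hits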
Target sequence (Q9HC16 whole entry, looked up): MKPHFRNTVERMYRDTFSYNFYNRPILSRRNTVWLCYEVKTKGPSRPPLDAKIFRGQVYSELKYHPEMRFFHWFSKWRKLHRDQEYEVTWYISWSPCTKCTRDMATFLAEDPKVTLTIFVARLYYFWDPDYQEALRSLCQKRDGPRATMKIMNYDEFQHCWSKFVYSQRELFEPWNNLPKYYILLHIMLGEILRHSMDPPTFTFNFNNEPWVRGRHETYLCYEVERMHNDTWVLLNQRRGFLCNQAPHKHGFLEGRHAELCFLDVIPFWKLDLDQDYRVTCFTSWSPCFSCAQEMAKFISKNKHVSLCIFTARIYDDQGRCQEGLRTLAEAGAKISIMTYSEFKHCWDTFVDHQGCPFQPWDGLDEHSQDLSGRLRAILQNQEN
An asterisk follows results filed as active; . = not tested or not shown.

SMILES	APOBEC3A inh	MPTP inh	CCR6 antag	Gli-Sufu block	CXCR6 block	GRIN3A LBD mod	EBI2 antag	APOBEC3G inh
C=CCOc1ccc(Br)cc1/C=N/O	1	-1.6	5	15	-6	-1	0	-1
COc1ccc2[nH]cc(S(=O)(=O)c3ccc(C(C)C)cc3)c(=O)c2c1	-1	-2.1	4	8	0	-1	3	-1
CC(=O)Nc1ccc(C=CC=Cc2cccc([N+](=O)[O-])c2)cc1	.	-2.5	17	-37	-4	-2	2	.
COc1cc(C(=O)OCCNC(=O)c2ccccc2)cc(OC)c1OC	-1	0.5	-5	-8	2	1	-5	-6
CC(C)n1nnnc1SCC(=O)N1N=C(c2cccs2)CC1c1cccs1 (centres undefined)	-2	-2.1	11	-34	0	2	7	9
Cc1cccc(SC2CCN(C(=O)C3CCC(=O)N(C4CC4)C3)CC2)c1 (centres undefined)	-5	0.0	11	-6	3	1	-1	-2
Cc1cc(C(=O)COC(=O)c2ccc(Br)o2)c(C)n1C	6	-1.4	-1	-1	-1	1	-2	-8
Cc1ccc(OCCCn2c(=O)oc3ccccc32)cc1	-3	-0.1	15	-14	6	-1	2	9
COc1ccc(S(=O)(=O)Nc2ccccc2C(=O)NC(C)C)cc1OC	-3	-7.1	-6	-7	4	-1	-2	-2
Cc1cc(C)cc(N(CC(=O)NCc2ccc(F)cc2)C(=O)CCC(=O)Nc2ccccn2)c1	4	2.7	4	-16	-2	0	-6	-12
N#Cc1ccc(NC(=O)COC(=O)C2=COCCO2)cc1	-1	-0.2	2	-5	1	0	-2	2
O=C(NCCCn1ccnc1)c1cc2cc([N+](=O)[O-])ccc2oc1=O	2	-2.0	41	6	16	4	-2	-4
COc1ccccc1CC(=O)N1CCCc2ccccc21	0	-1.8	17	22	1	0	-1	-3
Cc1ccc(/C(O)=C/C(=O)C(=O)NNC(=O)C(O)(c2ccccc2)c2ccccc2)cc1	2	-4.9	9	-2	4	.	-5	2
Brc1c(OCCOCCn2cncn2)ccc2ccccc12	-1	-0.7	0	-10	-6	1	-1	-2
CN1CCc2nc(NC(=O)COc3ccc(C#N)cc3)sc2C1	1	-1.8	4	-4	-12	-1	-8	-11
CS(=O)(=O)N1CCc2cc(C(=O)Nc3ccccc3Br)ccc21	-3	-0.3	13	-35	-3	0	-8	-4
COc1ccc(CNc2nnnn2C)c(OC)c1	1	0.3	3	15	-11	2	-9	-5
CCCN(CC(=O)Nc1ccccc1C)C(=O)/C=C/c1ccc(OCC)c(OC)c1	-6	0.0	0	-9	-2	0	-5	-8
C=C1C(=O)O[C@H]2C1CC[C@@](C)(O)C13C=CC(C)(C21)C1(C3)C(=O)O[C@@H]2C3C(C)=CCC3[C@](C)(O)C[C@H](OC(C)=O)C21 (some centres undefined)	1	-0.1	14	5	-7	-2	-11	-3
CCOc1cc(N)c(Cl)cc1C(=O)NCC1CN(Cc2ccc(F)cc2)CCO1 (centres undefined)	-4	2.3	12	0	-2	1	1	-2
O=C(Nc1cccc(O)c1)c1cccc(S(=O)(=O)Nc2cccc(O)c2)c1	-4	-1.7	0	-7	9	2	-5	-7
O=C(CSc1nc(Cc2ccccc2)nc2ccccc12)c1ccc2c(c1)OCCO2	0	-0.9	19	-1	4	-21	32	2
O=C(O)Cn1c(=S)sc2ccccc21	2	-2.1	-3	-1	-3	-1	-12	-4
Cc1ccccc1NC(=O)CSc1ccc(-c2ccco2)nn1	1	1.8	-11	-6	-1	0	4	2
O=C(c1ccccc1NS(=O)(=O)c1cccs1)N1CCCC1	0	-2.5	8	11	0	-2	0	0
CCOCCCn1c(SCC(=O)Nc2ccc(OC)cc2)nc2ccccc2c1=O	2	-1.2	5	10	2	-1	-1	-1
Cc1ccccc1CCN(CC(=O)NC1CCCCC1)C(=O)c1csnn1	-2	-0.3	12	2	-2	2	-3	-10
Cc1ccc(NC(=O)/C=C/C(=O)O)c(NC(=O)c2ccccc2)c1	-8	-0.5	-1	-2	-4	-1	1	-6
CCc1nnc(NC(=O)C2CCCN(S(=O)(=O)c3ccc(OC)cc3)C2)s1 (centres undefined)	1	-1.5	-4	1	-3	-2	-2	-5
CS(=O)(=O)NC1c2cccc3cccc(c23)C1N1CCOCC1 (centres undefined)	3	-0.3	-1	0	8	1	2	-1
CCCCN(C(=O)c1ccc(S(=O)(=O)N2CCCCC2)cc1)C1CCS(=O)(=O)C1 (centres undefined)	-1	-2.4	8	26	1	-3	4	-8
CC(=O)Nc1ccc2c(c1)[nH]c(=O)c1ccccc12	.	-1.1	3	7	-6	0	-4	.
Cc1ccc(S(=O)(=O)NCc2n[nH]c(=S)n2C)cc1	0	-0.8	-12	6	-6	-1	1	-2
CC(CN1CCCCC1)OC(=O)CCc1ccccc1 (centres undefined)	1	1.0	3	-2	-9	0	-6	0
COc1ccc(C(=O)Nc2ccccc2)cc1NC(=O)c1cccs1	-5	-1.0	20	4	12	1	8	-6
O=C(CNS(=O)(=O)c1cccc(F)c1)OCC(=O)N1CCCC1=O	-1	-0.7	2	-4	-4	2	-7	2
C=CCOc1ccc(-c2n[nH]c(=S)o2)cc1	4	0.4	2	-10	8	2	-7	-10
CCCN(CCC)C(=O)c1cn(C)c2ccc(S(=O)(=O)N3CCCC3)cc2c1=O	-9	-0.5	0	6	5	5	4	-8
N#Cc1ccccc1Sc1ccccc1C(=O)OCC(=O)NC12CC3CC(CC(C3)C1)C2	-1	-0.2	16	-2	1	2	24	-2
COc1ccc(-c2cc3cc(OC)c(OC)cc3cn2)cc1OC	-2	1.7	3	-18	-13	0	1	-6
O=C(CN1C(=O)NC2(CCCC2)C1=O)NNC(=O)c1ccc(F)cc1	2	-1.2	11	-5	2	0	-3	2
COCCn1nc2cc(C(=O)NCc3cc(C(F)(F)F)cc(C(F)(F)F)c3)ccc2c1OC	-2	0.0	5	-20	2	0	-22	-9
COc1ccc(C(=O)NCCNc2nc3cc(C)c(C)cc3cc2C)cc1	7	0.5	-19	17	-5	-2	1	-1
COC(=O)c1ccc(Cn2cc(/C=C\[N+](=O)[O-])c3ccccc32)o1	-4	0.2	27	2	12	0	-20	-3
CC(=O)OC[C@H]1O[C@@H](O[C@H]2C[C@]3(C)C(C[C@@H](O)C4C([C@]5(C)CC[C@@H](C(C)(C)O)O5)CC[C@]43C)[C@@]3(C)CC[C@H](O)C(C)(C)C23)[C@H](O[C@@H]2O[C@@H](C)[C@H](O)[C@@H](O)[C@H]2O)[C@@H](O)[C@@H]1O (some centres undefined)	-4	-1.8	4	-31	-10	1	-6	-5
COCCN1CCN(C(=O)C2CCC(=O)N(Cc3ccc(Cl)cc3)C2)CC1 (centres undefined)	-8	-2.5	3	3	-9	0	-16	-4
Cc1ccc(/C=N/NC(=O)CSc2nc3ccccc3c(=O)n2-c2ccccc2)s1	1	8.4	-11	0	-8	4	-8	1
CCOc1c(Br)cc(Br)cc1/C=C1\SC(N)=NC1=O	69*	0.6	9	-2	-5	0	1	18
Cn1c(=NC(=O)C(C)(C)C)sc2cccc(F)c21	4	1.8	7	3	4	0	2	0
O=C(Nc1ccon1)c1cc2ccccc2oc1=O	2	1.1	-4	5	1	2	-20	-3
Nc1ccc(N=Nc2ccccc2)cc1[N+](=O)[O-]	.	20	31	-41	13	29*	5	.
COc1cccc(NC(=O)n2nc(N)cc2-c2ccc(Cl)cc2)c1	-5	3.2	2	-19	-6	4	0	-4
Cc1ccc(OCC(=O)c2cc(C)n(Cc3cccs3)c2C)c([N+](=O)[O-])n1	1	76*	15	41	-3	-2	4	-7
CN(CC(=O)Nc1cccc(F)c1)C(=O)c1cc([N+](=O)[O-])ccc1N1CCOCC1	2	-1.1	9	8	10	1	-3	-4
Cc1ccccc1NC(=S)/C(=C(\[O-])c1ccc(C)c([N+](=O)[O-])c1)[n+]1ccccc1	6	-2.2	9	13	-1	-3	-1	0
COc1ccc(Sc2ccc(/C=C3\C(=O)NN(c4ccccc4)C3=O)o2)cc1	2	1.6	32	0	22	-25	-25	1
Cn1c(SCC(=O)Nc2ccccc2F)nnc1-c1cccnc1	-1	-0.2	0	-3	-9	3	1	-8
COc1ccccc1C(=O)N(Cc1sccc1C)C1CCS(=O)(=O)C1 (centres undefined)	-1	-1.1	3	2	-8	0	4	-6
Cc1ccc(C(=O)Nc2ccc(Oc3ccc(C(=O)O)c(C(=O)O)c3)cc2)cc1C	2	-1.5	10	-27	4	0	-4	1

Exported comma-delimited: part of the list above.
Molecule,APOBEC3A inh,MPTP inh,CCR6 antag,Gli-Sufu block,CXCR6 block,GRIN3A LBD mod,EBI2 antag,APOBEC3G inh
COc1ccc(-c2cc3cc(OC)c(OC)cc3cn2)cc1OC,-2,1.7,3,-18,-13,0,1,-6
O=C(CN1C(=O)NC2(CCCC2)C1=O)NNC(=O)c1ccc(F)cc1,2,-1.2,11,-5,2,0,-3,2
COCCn1nc2cc(C(=O)NCc3cc(C(F)(F)F)cc(C(F)(F)F)c3)ccc2c1OC,-2,0.0,5,-20,2,0,-22,-9
COc1ccc(C(=O)NCCNc2nc3cc(C)c(C)cc3cc2C)cc1,7,0.5,-19,17,-5,-2,1,-1
COC(=O)c1ccc(Cn2cc(/C=C\[N+](=O)[O-])c3ccccc32)o1,-4,0.2,27,2,12,0,-20,-3
CC(=O)OC[C@H]1O[C@@H](O[C@H]2C[C@]3(C)C(C[C@@H](O)C4C([C@]5(C)CC[C@@H](C(C)(C)O)O5)CC[C@]43C)[C@@]3(C)CC[C@H](O)C(C)(C)C23)[C@H](O[C@@H]2O[C@@H](C)[C@H](O)[C@@H](O)[C@H]2O)[C@@H](O)[C@@H]1O (some centres undefined),-4,-1.8,4,-31,-10,1,-6,-5
COCCN1CCN(C(=O)C2CCC(=O)N(Cc3ccc(Cl)cc3)C2)CC1 (centres undefined),-8,-2.5,3,3,-9,0,-16,-4
Cc1ccc(/C=N/NC(=O)CSc2nc3ccccc3c(=O)n2-c2ccccc2)s1,1,8.4,-11,0,-8,4,-8,1
CCOc1c(Br)cc(Br)cc1/C=C1\SC(N)=NC1=O,69*,0.6,9,-2,-5,0,1,18
Cn1c(=NC(=O)C(C)(C)C)sc2cccc(F)c21,4,1.8,7,3,4,0,2,0
O=C(Nc1ccon1)c1cc2ccccc2oc1=O,2,1.1,-4,5,1,2,-20,-3
Nc1ccc(N=Nc2ccccc2)cc1[N+](=O)[O-],.,20,31,-41,13,29*,5,.
COc1cccc(NC(=O)n2nc(N)cc2-c2ccc(Cl)cc2)c1,-5,3.2,2,-19,-6,4,0,-4

The list continues.
SMILES	APOBEC3A inh	MPTP inh	CCR6 antag	Gli-Sufu block	CXCR6 block	GRIN3A LBD mod	EBI2 antag	APOBEC3G inh
Cc1ccc(S(=O)(=O)N2CCN(C(=O)c3cccc(-n4cccc4)c3)CC2)cc1	35	-2.8	13	-4	-3	1	9	25
CCc1nnc(N2C(=O)c3ccccc3C2(O)c2ccccc2)s1 (centres undefined)	0	0.9	-2	7	-2	-3	4	-5
O=S(=O)(/C=C/c1ccccc1)Nc1ccc(F)cc1	-3	-0.1	9	10	1	-1	0	-7
O=C(O)CCc1ccc(-c2ccc(Br)cc2)n1Cc1ccco1	1	2.7	9	-20	8	1	4	-3
O=Cc1ccc(-c2cccc([N+](=O)[O-])c2)o1	0	4.8	-12	-4	-9	-2	12	-7
COc1ccc(NC(=O)c2cccc(Cn3cc(Br)c([N+](=O)[O-])n3)c2)c(C)c1	-1	6.6	14	21	0	-3	-2	-5

Only GRIN3A LBD mod, MPTP inh and APOBEC3G inh, for some of the entries so far:
Compound | GRIN3A LBD mod | MPTP inh | APOBEC3G inh
O=C(O)CCc1ccc(-c2ccc(Br)cc2)n1Cc1ccco1 | 1 | 2.7 | -3
O=Cc1ccc(-c2cccc([N+](=O)[O-])c2)o1 | -2 | 4.8 | -7
